# From PubChem BioAssay
# ALDH1A1 block: blocks purified human ALDH1A1 activity | AID 1030 | actives 7.3% (n = 220,000) | Purified ALDH1A1, NADH fluorescence, propionaldehyde substrate | Potency, µM (highest dose often 75.3 µM), for the others: top-dose activity, negative = inhibition, hits mostly inhibitors; active = well fitted inhibition curve with a large enough effect, not every such curve was filed as active; inconclusive = small, poorly fitted or top-dose-only effect, or another doubt; inactive = no such curve, though single readings can be large or run the other way;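 also: plate controls were no enzyme wells and a reference inhibitor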
# Target sequence (P00352 whole entry, looked up): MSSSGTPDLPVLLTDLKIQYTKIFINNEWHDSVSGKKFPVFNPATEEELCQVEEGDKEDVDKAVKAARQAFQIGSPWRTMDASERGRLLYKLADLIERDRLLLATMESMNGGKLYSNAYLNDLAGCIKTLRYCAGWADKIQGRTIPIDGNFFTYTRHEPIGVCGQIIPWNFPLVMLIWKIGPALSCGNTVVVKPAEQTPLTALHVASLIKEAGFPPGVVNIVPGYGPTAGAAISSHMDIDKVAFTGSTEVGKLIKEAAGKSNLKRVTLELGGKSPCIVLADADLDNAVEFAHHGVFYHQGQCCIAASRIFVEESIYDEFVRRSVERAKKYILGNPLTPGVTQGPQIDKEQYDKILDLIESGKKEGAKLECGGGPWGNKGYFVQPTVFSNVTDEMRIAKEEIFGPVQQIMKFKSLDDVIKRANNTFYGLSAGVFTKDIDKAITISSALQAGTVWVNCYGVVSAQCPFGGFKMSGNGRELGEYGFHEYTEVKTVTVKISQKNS
# aGlu spleen mod: lysosomal alpha-glucosidase (human) modulation; AID 2112; P10253; human spleen homogenate, 4-MU-alpha-glucoside fluorescence; actives 0.006% (n = 240,000); Potency, µM (top dose mostly 79.9 µM), without a hit: at the highest dose activity change, negative = inhibition, actives largely listed as inhibitors;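 also: 0% = enzyme with vehicle and -100% = no enzyme basal signal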
#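 AC50 values come from Hill-equation fits of concentration-response data, normalized to no-enzyme and full-activity controls. Enzyme source: 1 ug human spleen homogenate; 1 mM fluorogenic 4-MU glucoside, pH 5.0 citrate buffer, 37 C, 40 min.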
# NPSR antag: neuropeptide S receptor (human) antagonism, cAMP; Q6W5P4; CHO-NPSR cells, cAMP TR-FRET, antagonist mode; Potency, µM (titrated, usually from 38.3 µM), for inactives: top-dose activity change, negative = inhibition, actives largely listed as inhibitors; actives 1% (n = 220,000); AID 1461; also: % is scaled to controls: 0 for no effect and ±100 for the full control effect; nearly all actives have a fitted effect of over 50% in size; many of its hits are not listed in these tables
# GAA inh: alpha-glucosidase (human) inhibition | P10253 | actives 0.005% (n = 200,000) | Potency, µM (highest dose often 76.9 µM), inactives show at the top dose activity change, negative = inhibition, most hits filed as inhibitors | purified human GAA, 4-MU-alpha-glucoside fluorescence;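 also: plate controls were uninhibited enzyme wells for no effect and no-enzyme background for full effect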
#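 qHTS format, compound range up to 77 uM. Human lysosomal enzyme at 4 nM, 400 uM 4-MU glucoside substrate, pH 5.0, 20 min room temperature; fluorescence after alkaline stop gives activity normalized to controls.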
# GAA glycogen mod: GAA glycogen-cleavage inhibition or activation; recombinant GAA, glycogen substrate, Amplex Red glucose oxidase fluorescence; Potency, µM (titrated, usually from 76.4 µM), for the others: top-dose activity change, negative = inhibition, actives largely listed as inhibitors; actives 0.38% (n = 300,000); AID 2100;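 also: 0% = full enzyme reaction and -100% = no-enzyme basal signal; the screen sought inhibitors and activators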
#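 Recombinant human alpha-glucosidase (4 nM final) hydrolysed bovine liver glycogen (30 ug) for 40 min at 37 C in pH 5.0 citrate/phosphate with 0.01% Tween-20. Released glucose detected by glucose oxidase/Amplex Red, Ex 573/Em 610 nm. Compounds up to 77 uM; AC50 from Hill fits.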
# Epigenetic derep: derepresses silenced GFP reporter in murine cells. Potency, µM (top dose mostly 53.9 µM), for the others: at the highest dose GFP activation, actives largely listed as activators. murine LDR cells, GFP reporter derepression, 30 h. actives 0.2% (n = 280,000); also: % of control where 0% means no effect; nearly all actives have a fitted effect of over 60% in size
#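 Readout is the number of GFP-expressing murine LDR cells, counted by cytometry following washing. Cells were treated with compound for 30 h at 37 C; the stably integrated CMV-GFP locus is normally silent.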
# Tau fluor counter: counter-screen for tau fibril formation inhibitors; tau K18 P301L Alexa594 fluorescence, heparin fibrillization; Potency, µM (doses to about 57.7 µM), inactives show top-dose activity change, negative = decrease; actives 0.93% (n = 280,000); AID 1463; also: % is scaled to controls: 0 for no effect and ±100 for the full control effect; nearly all actives have a fitted effect of over 55% in size
#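 Human tau K18 P301L (15 uM unlabeled, 0.24 uM Alexa 594-labeled) in 100 mM sodium acetate pH 7 with 20 uM heparin, 6 hr at 37 C. ThT 30 uM added, 1 hr ambient; Alexa 594 FP and total fluorescence read at 555/632 nm.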
# GLA spleen mod: alpha-galactosidase A (human) modulation; actives 0.008% (n = 240,000); Potency, µM (highest dose often 80 µM), without a hit: top-dose activity change, negative = inhibition, most hits filed as inhibitors; human spleen homogenate, 4MU-alpha-Gal fluorescence, 40 min; AID 2107;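 also: 0% = enzyme with vehicle and -100% = no enzyme basal signal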
# Target sequence (P06280 32-429 limits assumed): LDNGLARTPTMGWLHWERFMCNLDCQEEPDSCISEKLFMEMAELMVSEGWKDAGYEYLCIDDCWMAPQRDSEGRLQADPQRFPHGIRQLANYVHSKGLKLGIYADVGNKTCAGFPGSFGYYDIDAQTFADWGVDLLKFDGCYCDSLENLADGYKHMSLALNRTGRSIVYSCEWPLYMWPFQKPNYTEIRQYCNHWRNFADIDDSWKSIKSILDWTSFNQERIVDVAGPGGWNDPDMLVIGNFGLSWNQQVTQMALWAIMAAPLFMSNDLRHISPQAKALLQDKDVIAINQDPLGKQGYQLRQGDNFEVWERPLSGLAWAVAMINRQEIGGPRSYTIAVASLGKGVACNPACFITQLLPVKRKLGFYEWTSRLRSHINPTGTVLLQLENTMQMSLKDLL
#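 qHTS titration in buffer at pH 5.0. Alpha-galactosidase activity in spleen homogenate was measured via 4-methylumbelliferone release from 1 mM fluorogenic substrate after 40 min at 37C and a pH 10 stop. AC50 came from Hill fits of control-normalized data.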
# Starred values were filed as active, the others as inactive; i = inactive; ? = inconclusive; . = not tested or not shown; & = joins results of further samples; [ ] = remark or other dose. Unless noted, calls follow the shape of the dose curve; as a rule, active = well fitted curve in the direction sought with a large enough effect; inconclusive = small, poorly fitted or top-dose-only effect, or another doubt; inactive = no such curve, though single readings can be large; an effect the other way counts as inactive or inconclusive. Potency is read from the fitted curve at half-maximal effect. A portion of the library, so the mix of outcomes need not match the whole.
no.	SMILES	GAA glycogen mod	NPSR antag	ALDH1A1 block	GAA inh
1	COc1ccc(Cl)cc1NC(=O)NCc1ccco1	-9%	1%	-5%	-3%
2	CCCCn1c2ccccc2c2nnc(SCC(=O)NC3=NN=C(c4ccccc4)CS3)nc21	9%	-11%[46.1 µM]	?	-2%
3	COc1c(F)c(F)c(C(=O)O)c(Nc2ccc(C)cc2C)c1F	-21%	-33%	-1%	4%
4	CCCCn1c(=O)n(CC(=O)NCc2ccc(C)cc2)c(=O)c2c1nc(CO)n2CCC	4%	7%[46.1 µM]	-1%	0%
5	CN1CCN(c2ccccc2/C=N/NC(=O)c2cccnc2)CC1	4%	-5%	1%	1%
6	COc1ccc(NC(=S)NCCc2ccc(F)cc2)c(OC)c1	-9%	10%	-2%	-5%
7	OC[C@H]1O[C@H](n2cnc3c(NC4CCCC4)nc(Cl)nc32)[C@@H](O)[C@@H]1O	.	.	-2%	.
8	CC(=O)Nc1ccn(-c2ccccc2)n1	-3%	2%	4%	-2%
9	CCCC1=NN(c2ccc([N+](=O)[O-])cc2)C(=O)/C1=C\N(C)C	-5%	9%	?	5%
10	COc1ccc(NC(=O)Cc2ccc(C)cc2)c([N+](=O)[O-])c1	0%	5%	-6%	5%
11	COc1ccc(SCCN2CCN(C)CCC2=O)cc1	1%	14%	.	.
12	COc1ccc(Cl)cc1N/C(N)=N/c1nc(C)cc(=O)[nH]1	3%	12%	-2%	3%
13	C[n+]1cn(/N=C/c2ccccc2)c2ccccc21	4%	10%	-11%	-1%
14	Cn1cc(C=O)c2cc(F)ccc21	3%	-10%	2.2µM*	-3%
15	CCC(=O)NC(c1ccc(OC)c(OC)c1)c1cc(Cl)c2cccnc2c1O (stereo unspecified)	6%	-5%	4%	6%

no.	Epigenetic derep	aGlu spleen mod	GLA spleen mod	Tau fluor counter
1	-0.7%	15%	7%	-2%
2	0.1%	-7%	1%	-19%
3	-4.0%	-13%	-24%	-9%
4	-3.9%	3%	-2%	8%
5	-2.9%	7%	4%	-15%
6	-1.9%	-6%	-6%	-16%
7	-1.6%	-2%	4%	-17%
8	-1.7%	7%	16%	-24%
9	-3.2%	-3%	2%	-18%
10	0.0%	5%	4%	-18%
11	3.3%	7%&5%	-8%&-6%	-2%
12	4.3%	-3%	-6%	9%
13	-6.1%	-5%	5%	9%
14	0.0%	-1%	10%	-3%
15	-3.9%	-15%	9%	4%

# Ordered by value in GAA glycogen mod (high to low): 3 from the list above
cpd	canonical_smiles	GAA glycogen mod	NPSR antag	ALDH1A1 block
5	CN1CCN(c2ccccc2/C=N/NC(=O)c2cccnc2)CC1	4%	-5%	1%
11	COc1ccc(SCCN2CCN(C)CCC2=O)cc1	1%	14%	.
6	COc1ccc(NC(=S)NCCc2ccc(F)cc2)c(OC)c1	-9%	10%	-2%

# Other structures
no.	SMILES	GAA glycogen mod	NPSR antag	ALDH1A1 block	GAA inh
16	Cc1ccccc1NC(=O)CSc1nnc(C)c(=O)[nH]1	4%	14%	-4%	-3%
17	Cc1cc(N)c2ccccc2[n+]1CCCCCCCCCCCCCC[n+]1c(C)cc(N)c2ccccc21	.	16µM*	?	.
18	COc1ccccc1NC(=O)c1c(NC(=O)CCC(=O)O)sc2c1CCCCC2	-4%	21%	22µM*	-13%[15.4 µM]
19	O=c1c2ccccc2nc(/C=C/c2c[nH]c3ccccc23)n1CCO	-1%	?	0%	?
20	CC(C)c1nnc(NC(=O)CSc2ncn[nH]2)s1	-5%	-5%[46.1 µM]	-13%	-5%
21	O=C(Nc1ccc(C(=O)N2CCCC2)cc1)c1ccccc1F	4%	-15%[46.1 µM]	-8%	0%
22	COc1ccc2cc(CCNC(=O)C(C)(C)C)c(=O)[nH]c2c1	1%	12%	?	5%
23	COC(=O)C(O)(CC(=O)Nc1ccc(C)c(F)c1)C(F)(F)F (stereo unspecified)	-11%	-3%[46.1 µM]	6%	-6%
24	COC(=O)C(C)N(C(=O)c1cccc2ccccc12)c1c(C)cccc1C (stereo unspecified)	0%	-27%[46.1 µM]	5%	-3%
25	CCO/C(C)=C1/SC(=S)NC1=O	-13%	9%	.	.
26	CCOC(CNc1c([N+](=O)[O-])c(=O)n(C)c(=O)n1C)OCC	-12%	8%	11%	3%
27	COc1ncnc2sc3c(c12)CCCC3	6%	-8%[46.1 µM]	0%	-5%
28	Cc1cc2ncn(C(=O)N3CCOCC3)c2cc1C	0%	-1%[46.1 µM]	5%	-8%
29	O=C1c2ccccc2NC(c2ccc([N+](=O)[O-])cc2)N1O (stereo unspecified)	?	-4%	2%	1%
30	COc1ccc(OC)c(S(=O)(=O)N2CCC(C(=O)NCCC3=CCCCC3)CC2)c1	3%	-11%[46.1 µM]	22µM*	-10%

no.	Epigenetic derep	aGlu spleen mod	GLA spleen mod	Tau fluor counter
16	0.1%&-1.9%	8%	10%	-2%&-1%
17	0.0%	-13%	?	2%
18	-0.4%	15%	3%	-29%
19	0.0%	2%	-2%	20µM*[quencher]
20	2.4%	0%	-10%	3%
21	-0.9%	-2%	4%	5%
22	-1.0%	-8%	-4%	-1%
23	-1.5%	-4%	2%	-8%
24	-2.3%	2%	1%	-9%
25	0.5%	-10%	-27%	-14%
26	-3.2%	2%	-1%	0%
27	-0.9%	-24%	4%	6%
28	0.0%	-2%	0%	3%
29	-0.4%	6%	10%	2%
30	0.1%	6%	1%	-5%

# Among those listed so far, two contain a COOH group:
no.	SMILES	GAA glycogen mod	NPSR antag	ALDH1A1 block	GAA inh
3	COc1c(F)c(F)c(C(=O)O)c(Nc2ccc(C)cc2C)c1F	-21%	-33%	-1%	4%
18	COc1ccccc1NC(=O)c1c(NC(=O)CCC(=O)O)sc2c1CCCCC2	-4%	21%	22µM*	-13%[15.4 µM]

no.	Epigenetic derep	aGlu spleen mod	GLA spleen mod	Tau fluor counter
3	-4.0%	-13%	-24%	-9%
18	-0.4%	15%	3%	-29%

# Next section
no.	SMILES	GAA glycogen mod	NPSR antag	ALDH1A1 block	GAA inh
31	CC1CCC(C(C)C)C(OC(=O)CSc2n[nH]c(=O)[nH]c2=O)C1 (stereo unspecified)	5%	-8%[46.1 µM]	?	0%
32	Cc1cccc(-c2c3c(=O)n(C)c(=O)n(C)c3c3cccnn23)c1	-1%	-9%[46.1 µM]	0%	3%
33	O=S(=O)(c1cccs1)N1CCN(CC(O)COc2cccc(Br)c2)CC1 (stereo unspecified)	0%	-13%[46.1 µM]	20µM*	?
34	CCC(C)c1c(O)nc(SCC(=O)Nc2ccccc2)[nH]c1=O (stereo unspecified)	0%	-10%[46.1 µM]	-1%	-8%
35	COc1ccccc1NC(=O)CSc1ccc2nnc(-c3cccnc3)n2n1	-6%	13%[46.1 µM]	17%	1%
36	COc1ccc(-c2nnc(SCc3cccnc3)o2)cc1	1%	-3%[46.1 µM]	2%	-1%
37	CC(=O)c1ccc(NC(=O)C(C)N(C)CC(=O)Nc2ccc(Cl)cc2)cc1 (stereo unspecified)	11%	-13%	4%	-1%
38	NNC(=O)COc1ccccc1F	0%	4%	-1%	0%
39	COc1ccc(C(=O)CNC2=NCCC2)cc1	-6%	5%	6%	-5%
40	COc1ccc(C(C)=O)c(Oc2nc(CN3CCOCC3)nc3scc(-c4cccs4)c23)c1	3%	-16%[46.1 µM]	-12%	-5%
41	CN(C)CCN1C(=O)C(=O)/C(=C(/O)c2ccc(F)cc2)C1c1ccccc1F (stereo unspecified)	-6%	29%[46.1 µM]	-3%	-8%
42	COCCNC(=O)C1CCCN(S(=O)(=O)c2c(C)noc2/C=C/c2cccs2)C1 (stereo unspecified)	6%	-9%	.	.
43	CCCCn1c(CCC(=O)O)nc2c1c(=O)[nH]c(=O)n2CCC	5%	-3%[46.1 µM]	-6%	-3%
44	CCCC(=O)Nc1nc2ccc(NC(=O)c3ccc(Br)o3)cc2s1	-12%	-20%[46.1 µM]	-1%	-3%
45	CC(=O)c1c(C)[nH]c(-c2ccccc2)nc1=S	-28%	-16%	0%	-5%[15.4 µM]

no.	Epigenetic derep	aGlu spleen mod	GLA spleen mod	Tau fluor counter
31	2.0%	-2%	4%	2%
32	-1.9%	-1%	-2%	-21%
33	-0.7%	2%	8%	-19%
34	0.4%	5%	-22%	-20%
35	-1.0%	-2%	-16%	2%
36	-1.2%	-2%	-4%	-4%
37	0.2%	-7%	9%	-24%
38	0.0%	0%	-1%	2%
39	-0.1%	-3%	-7%	-3%
40	1.0%	-3%	?	-2%
41	0.0%	-1%	-7%	11%
42	1.1%	1%	3%	?
43	0.6%	-4%	-4%	-2%
44	0.0%	-2%	3%	-28%
45	1.3%	-1%	2%	-17%

# Shown as a hit in NPSR antag (from the list above):
no.	Structure	GAA glycogen mod	NPSR antag	ALDH1A1 block
17	Cc1cc(N)c2ccccc2[n+]1CCCCCCCCCCCCCC[n+]1c(C)cc(N)c2ccccc21	.	16µM*	?

# Other entries follow:
no.	SMILES	GAA glycogen mod	NPSR antag	ALDH1A1 block	GAA inh
46	CC(C)(C)c1cc(NC(=O)COC(=O)c2ccc3c(=O)n4c(nc3c2)CCC4)n(-c2ccccc2)n1	-12%	-8%[46.1 µM]	4µM*	9%
47	O=C1/C(=C\c2ccccc2Cl)SC(=S)N1CCC(=O)N1CCCc2ccccc21	7%	7%	13%	-12%
48	FC(F)(F)c1cc(-c2ccccc2)nc(NC2CCCC2)n1	3%	-21%[46.1 µM]	4%	0%
49	CSc1ncccc1C(=O)OCC(=O)NC(C)C	2%	13%	5%	1%
50	Cc1cc(C(=O)Nc2cccc(S(=O)(=O)N3CCCCC3)c2)c2ccccc2n1	-1%	-33%	-1%	?
51	COc1cccc(C(=O)OCn2nnc3ccccc3c2=O)c1OC	-1%	7%	.	.
52	COc1cc(/C=C/c2noc(-c3ccccc3O)n2)cc(OC)c1OC	2%	7%	i	?
53	CCn1cc(S(=O)(=O)CC(=O)Nc2ccc3c(c2)OCCO3)c2ccccc21	-26%	1%[46.1 µM]	?	1%
54	COc1cc(OC)cc(C(=O)Nc2ccccc2NC(C)=O)c1	-3%	0%[46.1 µM]	3%	1%

no.	Epigenetic derep	aGlu spleen mod	GLA spleen mod	Tau fluor counter
46	-1.0%	9%	11%	-20%
47	-0.9%	-4%	0%	-11%
48	-0.2%	-2%	-1%	-17%
49	-0.4%	4%	6%	3%
50	0.3%	.	4%	-20%
51	1.1%	1%	4%	8%
52	0.9%	-2%	12%	2%
53	0.9%	-5%	2%	-20%
54	-0.1%	-2%	1%	-3%
